ELG1 genotox: induces genotoxicity in HEK293T cells with luciferase-tagged ELG1; HEK293T ELG1-luciferase reporter, luminescence, 16 h; Potency, µM (titrated, usually from 46 µM), inactives show top-dose activity change, positive = activation, usual class: activators; actives 1.3% (n = 330,000); AID 504466; also: potency is read from the fitted curve at half-maximal effect; % of control where 0% means no effect; nearly all actives have a fitted effect of over 60% in size
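Cells (2,000/well) expressing the ELG1-luciferase fusion are dosed by pin tool and kept 16 hr at 37 °C, 5% CO2. Signal comes from ONE-Glo luciferase reagent after 30 min at room temperature.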
BRCA1 expr act: activators of BRCA1 expression. MCF7-BRCA1-FFLuc reporter, luminescence, 48 h; response scale: scaled: vehicle 0%, 10 µM genistein 100%. Potency, µM (highest dose often 46.1 µM), inactives show top-dose activation, most hits filed as activators. actives 1.1% (n = 380,000). AID 624202; also: potency is read from the fitted curve at half-maximal effect; nearly all actives have a fitted effect of over 80% in size; some results filed as inactive show a strong effect at the top dose
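Using MCF7 cells harboring a BRCA1 firefly luciferase reporter, plated 2 h before compound pinning, the screen measured luminescence after 48 h incubation. Responses were normalized to DMSO and 10 microM genistein, then fitted for concentration-effect.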
uPA surface inh: inhibitors of cell surface uPA generation. cell surface uPA generation assay, qHTS. Potency, µM (series often up to 38.3 µM), for inactives: at the highest dose activity change, negative = inhibition, actives largely listed as inhibitors. actives 0.31% (n = 330,000). AID 540303; active = well fitted inhibition curve with a large enough effect; inconclusive = small, poorly fitted or top-dose-only effect; inactive = no such curve, though single readings can be large or run the other way; tested in mouse RAW 264.7 cells; also: potency is read from the fitted curve at half-maximal effect; % is scaled to controls: 0 for no effect and ±100 for the full control effect; nearly all actives have a fitted effect of over 55% in size
Eya2 inh: Eya2 (human) phosphatase inhibition. recombinant Eya2, OMFP fluorescence dephosphorylation (OMFP is methylfluorescein phosphate). Potency, µM (doses to about 76.9 µM), for inactives: at the top dose activity, negative = inhibition, usual class: inhibitors. actives 0.006% (n = 330,000). AID 488837; also: potency is read from the fitted curve at half-maximal effect; % is scaled to controls: 0 for no effect and ±100 for the full control effect
Target sequence (O00167 whole entry, looked up): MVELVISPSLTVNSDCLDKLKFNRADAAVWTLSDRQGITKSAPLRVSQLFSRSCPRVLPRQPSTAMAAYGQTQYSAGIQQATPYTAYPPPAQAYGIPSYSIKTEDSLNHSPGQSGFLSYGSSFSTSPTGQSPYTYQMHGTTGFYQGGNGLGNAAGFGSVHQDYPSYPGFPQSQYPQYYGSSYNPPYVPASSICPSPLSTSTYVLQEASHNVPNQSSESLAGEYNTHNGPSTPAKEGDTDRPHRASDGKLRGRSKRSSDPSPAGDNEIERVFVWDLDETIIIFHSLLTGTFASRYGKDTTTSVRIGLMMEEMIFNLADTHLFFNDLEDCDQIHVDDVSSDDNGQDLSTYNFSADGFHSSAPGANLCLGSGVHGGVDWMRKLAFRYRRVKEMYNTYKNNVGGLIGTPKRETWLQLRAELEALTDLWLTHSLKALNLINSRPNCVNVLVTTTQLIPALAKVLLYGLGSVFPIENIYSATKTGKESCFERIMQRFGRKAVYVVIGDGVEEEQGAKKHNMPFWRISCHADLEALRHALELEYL
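Eya2 (0.2 uM) preincubated 10 min at ambient with compound, then OMFP substrate added at 50 uM; 10 min reaction in 50 mM HEPES pH 7.5, 50 mM NaCl, 5 uM MgCl2, 0.05% BSA, 1 mM DTT. Fluorescence read at Ex 485/Em 525 nm.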
Integrin act MD: activates integrin-mediated alleviation for muscular dystrophy | alpha7betagal myoblasts, beta-gal FDG fluorescence, 48 h | Potency, µM (titrated, usually from 38.3 µM), inactives show at the top dose activation, hits mostly activators | actives 0.064% (n = 350,000) | AID 624291;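 also: potency is read from the fitted curve at half-maximal effect; 100% = response of the positive control SU9516; nearly all actives have a fitted effect of over 60% in size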
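alpha7betagal+/- myoblasts (passage 13, 250/well) treated 48 h at 37C with compounds at 1:260 dilution of DMSO stock. Lysed, then beta-galactosidase activity read as FDG fluorescence (ex 480/em 540) after 30 min, with pre-read for autofluorescence.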
S-ASM inh: human S-ASM enzyme inhibition | P17405 | placental ASM, HMU-PC fluorogenic substrate, 60 min | Potency, µM (highest dose often 57.5 µM), inactives show at the top dose activity change, negative = inhibition, actives largely listed as inhibitors | actives 0.006% (n = 340,000); also: potency is read from the fitted curve at half-maximal effect
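Fluorogenic HMU-PC substrate (9 uM final) is turned over by placental ASM in 60 min at 37 C after a 10 min compound preincubation. Reaction ended by alkaline stop (pH 10), with fluorescence read at 386/447 nm.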
p53 reactivator: restores transcriptional activity of mutant p53; H1299 p53-A138V BP100-luciferase reporter, luminescence, 24 h; Potency, µM (top dose mostly 92.2 µM), for the others: top-dose activity change, positive = activation, usual class: activators; actives 0.063% (n = 320,000); AID 504706; also: potency is read from the fitted curve at half-maximal effect; % of control where 0% means no effect; nearly all actives have a fitted effect of over 45% in size
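p53-null H1299 cells stably carrying temperature-sensitive p53-A138V and a BP100-luciferase reporter were pinned with compounds (4-point, 1:5 series) and held 24 hrs at 37 deg C. Luminescence was read 10 min after detection reagent.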
TSG101-PTAP inh: blocks PTAP/TSG101 interaction to inhibit HIV-1 budding | Q99816 | Potency, µM (top dose mostly 115 µM), for the others: top-dose activity change, negative = inhibition, hits mostly inhibitors | Fluorescence polarization, FITC-PTAP peptide / Tsg101 binding | 340,000 tested, under 10 active; active = well fitted inhibition curve with a large enough effect in the main read-out, with a control signal flat, not every such curve was filed as active; inconclusive = small, poorly fitted or top-dose-only effect, or effect the other way, or a change in a side signal; inactive = no such curve, though single readings can be large or run the other way; also: potency is read from the fitted curve at half-maximal effect; % of control where 0% means no effect
Target sequence (Q99816 whole entry, looked up): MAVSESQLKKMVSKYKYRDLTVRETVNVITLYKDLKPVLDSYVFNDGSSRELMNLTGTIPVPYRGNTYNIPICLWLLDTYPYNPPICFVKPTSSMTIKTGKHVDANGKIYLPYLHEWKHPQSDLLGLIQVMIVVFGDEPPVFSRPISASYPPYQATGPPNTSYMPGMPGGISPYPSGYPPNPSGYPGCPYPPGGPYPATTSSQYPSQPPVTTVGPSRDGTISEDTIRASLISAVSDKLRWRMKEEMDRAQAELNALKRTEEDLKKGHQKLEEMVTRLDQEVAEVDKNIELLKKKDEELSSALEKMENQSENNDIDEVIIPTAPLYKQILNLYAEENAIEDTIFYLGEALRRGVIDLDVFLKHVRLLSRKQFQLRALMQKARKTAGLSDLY
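Fluorescence anisotropy tracks displacement of a FITC-tagged PTAP peptide (50 nM) from the Tsg101 binding domain (10 uM), following a 20 min room-temperature incubation at pH 7.5.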
USP2a inh: blocks human ubiquitin-specific protease USP2a | Potency, µM (doses to about 38.3 µM), for inactives: at the top dose activity change, negative = inhibition, usual class: inhibitors | actives 0.01% (n = 330,000) | USP2 core, Ub-CHOP2 coupled fluorogenic reporter, 485/531 | AID 463254 | O75604;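 also: potency is read from the fitted curve at half-maximal effect; plate controls were DMSO wells for no effect and full inhibition by NEM control for full effect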
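Deubiquitinase activity read as fluorescence (485/531 nm) after Ub-CHOP2 cleavage activates the enterokinase reporter on its substrate; USP2 core 10nM, Ub-CHOP2 and substrate 25nM each, 30min compound preincubation then 60min RT; data normalized to NEM, curves fitted.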
B2AR arrestin: recruits beta-arrestin to the human beta2-adrenergic receptor | beta-arrestin recruitment to beta2AR, cell-based reporter | Potency, µM (highest dose often 46.1 µM), for the others: at the highest dose activation, most hits filed as activators | actives 0.02% (n = 330,000) | AID 492947 | P07550;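 also: potency is read from the fitted curve at half-maximal effect; 0% = DMSO controls and full agonism = EC100 isoproterenol or metaproterenol; nearly all actives have a fitted effect of over 65% in size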
TRPV1 agonist: agonists of human vanilloid receptor 1 (TRPV1); actives 0.19% (n = 320,000); AID 540275; TRPV1-expressing cells, Fluo-8 calcium influx, agonist mode; activation, % at 8.33 µM; in the data active = activation above about 80%; inconclusive = between about 30% and that limit; also: 0% is about no effect
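TRPV1-expressing cells were cultured overnight at 35.5C and loaded with Fluo-8 calcium dye for 40 to 90 min at room temperature. After a 10 s baseline, compound was added and calcium influx was read kinetically for 3 min (ex 480/em 520 nm).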
Starred values were filed as active, the others as inactive; i = inactive; ? = inconclusive; . = no result given; [ ] = another dose, or the depositor's remark. Unless noted, calls follow the shape of the dose curve; as a rule, active = well fitted curve in the direction sought with a large enough effect; inconclusive = small, poorly fitted or top-dose-only effect, or another doubt; inactive = no such curve, though single readings can be large; an effect the other way counts as inactive or inconclusive.

SMILES	ELG1 genotox	BRCA1 expr act	uPA surface inh	Eya2 inh	Integrin act MD	S-ASM inh	p53 reactivator	TSG101-PTAP inh	USP2a inh	B2AR arrestin	TRPV1 agonist
CCOc1cc(CNc2ccc(N3CCCCC3)cc2)cc(Br)c1OCC(=O)NC(C)(C)C	6%	-50%	-3%	-14%	-50%[inhibitor]	-4%	13%	-4%	3%	-1.2%	?
O=Nc1c(-c2ccccc2)[nH]n(-c2ccccc2)c1=O	-11%	2%	-2%	-15%	-14%	-1%	16%	1%	-1%	-0.6%	0
CCN(C(=O)COC(=O)[C@H](C)N=C1NS(=O)(=O)c2ccccc21)C1CCS(=O)(=O)C1 (stereo partly drawn)	1%	-4%	5%	-12%	11%	3%	4%	-1%	1%	-3.2%	2
Cc1ccc(N/N=C(\C#N)C(=N)N2CCOCC2)cc1	?	18%	-2%	1%	9%	-13%	?	0%	-1%	-0.6%	22
COCCNC(=O)c1nn2c(C(F)(F)F)cc(-c3ccccc3)nc2c1Cl	0%	-27%	10%	6%	5%	2%	.	0%	-1%	-0.2%	-2
O=[N+]([O-])c1cccc(-c2noc3c2-c2nc(Cc4cccc5ccccc45)sc2CC3)c1	?	-5%	10%	5%	3%	-3%	15%	-6%	0%	0.1%	3
Cc1ccc2c(c1)N(CCC(=O)NCc1ccc3c(c1)OCO3)C(=O)CO2	-6%	11%	-2%	0%	0%	2%	-2%	-1%	3%	-0.9%	.
CC1(C)Cc2c(cnn2-c2ccccc2)-c2c1c1ccccc1n2CC(O)CBr (stereo not drawn)	3%	-49%	6%	14%	-54%[inhibitor]	-12%	-25%	-4%	0%	3.2%	4
O=C(Nc1cc2c(cc1Br)OCCO2)c1ccc(=O)[nH]c1	5%	9%	-15%	9%	29%	1%	4%	-3%	0%	-0.3%	.
COC(=O)C1=CN(CCCN2CCCC2=O)C=C(C(=O)OC)C1c1ccccc1C(F)(F)F	0%	3%	-8%	-4%	-9%	i	-3%	0%	2%	0.4%	14
Cn1c(=O)c(=O)n(C)c2cc(N3CCOCC3)c(NS(=O)(=O)c3ccc([N+](=O)[O-])cc3)cc21	1%	6%	6%	12%	16%	-1%	14%	-3%	-2%	-0.2%	1
Cc1nc(C(=O)N/N=C/c2[nH]ncc2Br)cs1	6%	31%	1%	-3%	?	-1%	5%	0%	3%	0.4%	0
O=C(Cn1cnc2c(OCc3ccccc3)ncnc21)NCc1nc2ccccc2[nH]1	-3%	7%	20%	-32%	4%	-13%	-1%	-8%	0%	-0.5%	.
O=C(O)CCS(=O)(=O)c1ccccc1Cl	-1%	-3%	6%	6%	1%	5%	-1%	3%	0%	0.1%	-1
O=C(/C=C/c1ccc(F)cc1)NNC(=O)CCN1CCN(Cc2ccccc2)CC1	-8%	23%	-16%	-23%	8%	12%	15%	-1%	0%	0.1%	-5
COc1cc(OC)c(/C=N/NC(=O)c2ccncc2)cc1Br	-6%	-15%	4%	1%	-9%	-2%	0%	1%	1%	-0.3%	16
O=c1c2ccccc2nnn1Cc1nnc(-c2ccccc2Br)o1	15%	?	3%	-5%	-16%	-3%	?	-4%	-5%	0.1%	15
O=C(O)c1ccc(S(=O)(=O)NC2CCCCCC2)cc1	1%	0%	11%	2%	-15%	5%	9%	-7%	-3%	-0.5%	2
CCN(CC)CCN1C(=O)C(=O)/C(=C(/O)c2ccncc2)C1c1ccccc1 (stereo not drawn)	1%	5%	6%	21%	23%	3%	7%	-2%	0%	-0.4%	0
CN(C)/C=C/C(=O)c1ccc([N+](=O)[O-])c(CS(=O)(=O)c2ccccc2)c1	-3%	-13%	-1%	3%	20%	-2%	-1%	-1%	3%	-1.1%	3
O=S(=O)(c1ccc(Cl)nc1)N1CCCCC1	2%	-19%	1%	-1%	1%	7%	1%	-6%	0%	-0.4%	-2
c1ccc2nc3ccccc3nc2c1	0%	0%	-21%	-2%	30%	-3%	0%	0%	3%	-2.2%	0
COc1ccccc1CC(=O)Nc1cc(OC)c(NC(=O)c2ccccc2)cc1OC	-11%	-35%	2%	-17%	5%	-8%	-1%	-2%	-6%	0.4%	16
CCOc1cccc(C=NNc2ccc(S(=O)(=O)Nc3ccccc3C(=O)O)cc2[N+](=O)[O-])c1O	1%	1%	-2%	3%	11%	-5%	9%	-2%	-2%	-0.3%	.
CCCCn1c(=O)[nH]c(=O)c2c1nc(-c1ccc(C#N)cc1)n2C1CCCC1	-21%	-36%	-3%	22%	-20%	186%[activator]	-3%	-1%	1%	0.3%	3
NC(=O)COc1ccc(C(=O)NCC2(N3CCOCC3)CCCCC2)cc1	2%	-3%	-2%	-6%	-35%	5%	2%	-3%	0%	-0.3%	0
COc1ccc(C(CNC(=O)c2ccc(Cl)c(S(=O)(=O)N3CCCC3)c2)N2CCCC2)cc1 (stereo not drawn)	-4%	-26%	-25%	-1%	-33%	3%	7%	0%	0%	-0.6%	0
CCCCSc1nc(N)nc2c1ncn2C1OC(CO)C(O)C1O (stereo not drawn)	.	54%	-7%	.	10%	-4%	.	2%	.	.	.
CC12CCC(c3c(CO)nn(-c4ccccc4)c31)C2(C)C (stereo not drawn)	5%	5%	.	1%	0%	3%	-3%	-1%	1%	0.4%	2
NCC(=O)NCC(=O)NC[C@H]1O[C@@H](n2ccc(=O)[nH]c2=O)[C@H](O)[C@@H]1O	.	12%	-3%	.	27%	-1%	.	-1%	.	.	.
O=[N+]([O-])c1ccc(N2CCN(CCOc3nonc3-c3ccccc3)CC2)c(Cl)c1	-1%	-2%	-6%	2%	-22%	-1%	-2%	-5%	6%	-0.4%	-2
COc1ccccc1NS(=O)(=O)c1cccc(C(=O)NCC(C)(C)N2CCOCC2)c1	-5%	-4%	2%	-2%	-4%	4%	5%	-3%	-1%	0.4%	1
COc1ccc(C(=S)N2CCN(c3ccccc3C)CC2)cc1OC	.	-52%	-4%	.	22%	-7%	.	0%	.	.	.
O=C(CSc1nnnn1Cc1ccccc1)c1ccc(F)cc1	6%	?	-11%	?	4%	-3%	11%	-1%	-2%	0.3%	?
CCOc1ccc(C(=O)Cc2cc(OC)c(OC)cc2[N+](=O)[O-])cc1	12%	80%	9%	2%	0%	4%	-1%	-6%	-1%	0.2%	?
FC(F)Oc1ccc(NC(=S)NCc2cccnc2)cc1	-3%	-9%	3%	-4%	-53%[inhibitor]	6%	0%	0%	2%	0.0%	3
NC(=O)C1CCN(c2nc(C3CC3)nc3c2nnn3Cc2ccccc2Cl)CC1	9%	5%	-4%	-5%	-41%	0%	2%	-2%	1%	-0.2%	-3
COc1ccc(-c2coc(CCC(=O)N3CCN(c4cc(C)ccc4C)CC3)n2)cc1	-1%	6%	10%	7%	-1%	-6%	5%	0%	3%	-1.0%	.
Fc1ccc(CNc2ccc(CNc3ncn[nH]3)cc2)cc1	0%	55%	6%	11%	-7%	2%	7%	-5%	2%	0.4%	0
CSc1ncc(Cl)c(C(=O)Nc2c(C)cccc2C)n1	-1%	5%	10%	-1%	?	2%	0%	-6%	0%	-0.2%	0
CCN(C(=O)CSc1nc2cc(Cl)ccc2c(=O)n1Cc1ccco1)C1CCS(=O)(=O)C1 (stereo not drawn)	-3%	-33%	-1%	2%	-36%[inhibitor]	-5%	0%	-6%	0%	0.1%	1
COc1ccc(C2C=C(c3ccccc3)Nc3nc(NC(C)=O)nn32)cc1 (stereo not drawn)	-5%	.	.	3%	.	.	-13%	.	4%	-0.2%	-3
CN(Cc1ccccc1)C(=O)c1nc2ccccn2c1CN1CCC(N2CCOCC2)CC1	-1%	-2%	-8%	?	-21%	-3%	0%	-9%	9%	-0.1%	2
CCOc1cc(C(=O)N2CCOCC2)ccc1OCc1ccccc1	0%	-17%	-4%	-2%	15%	2%	0%	-5%	2%	0.2%	?
COc1cc(C(=O)N(C)C2CCCN(Cc3ccccc3F)C2)cc(OC)c1OC (stereo not drawn)	3%	-1%	17%	-1%	-13%	1%	.	1%	1%	0.0%	3
COc1ccc(-n2cnnc2SCC(=O)Nc2cc(S(=O)(=O)N3CCCCC3)ccc2C)cc1	-3%	-5%	-2%	-2%	1%	-3%	-5%	0%	-1%	0.1%	-2
